Screening results deposited in PubChem by several laboratories.
BCLXL inh – inhibitors of human Bcl-xL. Q07817. GST-Bcl-xL / FITC-Bim BH3 peptide fluorescence polarization. inhibition, % at 10.9 µM. 0.7% of 320,000 active;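 active = inhibition above the mean of all tested compounds plus 3 SD, cutoff set per campaign, cut at about 30% in these data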;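 note: 0% = DMSO wells and 100% = unlabeled Bim-BH3 peptide competitor; inhibitors lower millipolarization by displacing the labeled peptide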
Efflux pump mplx – inhibitors of Candida antifungal efflux pumps expressed in yeast | S. cerevisiae Candida pump triplex, Nile Red efflux | inhibition, % at 10 µM | 0.44% of 330,000 active | AID 485275;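 active = plate passing quality check with inhibition over a set limit, or well fluorescence over plate mean plus 4 SD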;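 note: Nile Red retained in pooled yeast measured as flow cytometry median fluorescence; 0% = buffer negative control and 100% = Enniatin B positive control; higher means more Nile Red kept so more efflux inhibition; some compounds called inactive have numbers as strong as hits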
MEX-5 binding – C. elegans MEX-5 TCR-2 RNA binding activity | 0.38% of 300,000 active | activity score (negative = inhibition of binding), % at 10 µM | MEX-5/FITC-TCR2 RNA binding, fluorescence polarization; stronger effect = lower value | AID 1832 | Q9XUB2;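 active = inhibition past about -25% in most replicates, and total fluorescence under double the plate's negative control median, limit read from the data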;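 note: 0% = DMSO and -100% = 5 µM competing unlabeled TCR2 RNA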
GLD-1 TGE inh – GLD-1-TGE RNA interaction inhibition (C. elegans); 0.44% of 320,000 active; inhibition, % at 5.96 µM; purified GLD-1 + fluorescein TGE RNA, fluorescence polarization; Q17339;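 active = percent inhibition above a per-plate cutoff, the plate mean of test compounds plus 3 SD, cut at about 30% in these data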;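 note: 0% = DMSO wells with GLD-1 and probe and 100% = wells lacking GLD-1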
MCL1 BIM primary – disrupts human MCL1 binding to BIM-BH3 peptide; 0.68% of 320,000 active; inhibition, % at 10.9 µM; AID 2057; GST-MCL1 / FITC-Bim-BH3 fluorescence polarization;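 active = inhibition above the mean inhibition of all tested compounds plus 3 SD, set per campaign, cut at about 40% in these data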;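 note: 0% = DMSO wells and 100% = unlabeled Bim-BH3 peptide control; higher means more loss of mP so more displacement of Bim peptide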
PME-1 primary – PME-1 (human) inhibition | Q9Y570 | recombinant PME-1, FP-Rh probe fluorescence polarization | inhibition, % at 5.9 µM | 0.53% of 320,000 active | AID 2130;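 active = inhibition above the campaign mean of all compounds plus 3 SD, cut at about 26% in these data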;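 note: competitive labeling of PME-1 active site by serine hydrolase directed probe; 0% = PME-1 with DMSO and 100% = wells lacking PME-1 enzyme; inhibitors block probe labeling so polarization falls and inhibition rises; many of its hits are not listed in these tables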
Target sequence (Q9Y570 whole entry, looked up): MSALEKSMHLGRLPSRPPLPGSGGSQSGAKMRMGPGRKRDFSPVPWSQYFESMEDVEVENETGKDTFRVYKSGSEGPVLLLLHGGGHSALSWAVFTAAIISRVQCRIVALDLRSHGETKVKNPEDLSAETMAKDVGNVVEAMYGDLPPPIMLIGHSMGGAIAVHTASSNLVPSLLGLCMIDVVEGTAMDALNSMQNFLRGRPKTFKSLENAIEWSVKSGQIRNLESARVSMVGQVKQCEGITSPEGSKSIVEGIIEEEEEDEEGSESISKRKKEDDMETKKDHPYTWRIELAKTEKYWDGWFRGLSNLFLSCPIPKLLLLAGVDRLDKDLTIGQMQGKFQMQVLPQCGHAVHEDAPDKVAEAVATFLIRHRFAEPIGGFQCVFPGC
GRK2 aptamer HTS – human GRK2 inhibition via aptamer displacement; 0.59% of 330,000 active; bead flow cytometry, FAM-aptamer displacement from GRK2; P25098; inhibition of aptamer binding, % at 10 µM;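 active = inhibition of aptamer binding above 40%, roughly 3 SD of noise, on plates passing a quality check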;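 note: median bead fluorescence of bound FAM aptamer so fluorescent compounds give negative values; no value below 0 was filed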
Target sequence (P25098 whole entry, looked up): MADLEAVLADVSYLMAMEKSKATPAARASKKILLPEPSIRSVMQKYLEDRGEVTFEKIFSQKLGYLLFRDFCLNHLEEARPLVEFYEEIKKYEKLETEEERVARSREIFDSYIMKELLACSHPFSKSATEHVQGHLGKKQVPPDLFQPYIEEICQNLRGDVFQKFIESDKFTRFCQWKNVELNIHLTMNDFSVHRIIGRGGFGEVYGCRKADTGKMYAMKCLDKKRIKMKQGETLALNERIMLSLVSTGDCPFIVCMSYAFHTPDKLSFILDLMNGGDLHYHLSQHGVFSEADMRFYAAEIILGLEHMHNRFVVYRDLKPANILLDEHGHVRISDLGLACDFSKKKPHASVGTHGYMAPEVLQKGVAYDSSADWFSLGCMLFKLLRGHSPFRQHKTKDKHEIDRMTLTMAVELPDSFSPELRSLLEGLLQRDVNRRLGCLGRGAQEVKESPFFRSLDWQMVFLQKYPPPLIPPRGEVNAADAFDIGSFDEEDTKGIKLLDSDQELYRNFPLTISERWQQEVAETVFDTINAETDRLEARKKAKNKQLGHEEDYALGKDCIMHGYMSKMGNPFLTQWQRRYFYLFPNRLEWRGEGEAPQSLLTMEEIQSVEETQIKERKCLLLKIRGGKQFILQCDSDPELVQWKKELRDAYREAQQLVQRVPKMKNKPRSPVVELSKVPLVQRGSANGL
VLA-4 inh – inhibition in a human VLA-4 binding assay. VLA-4 expressing cells, ligand binding flow cytometry. 0.2% of 330,000 active. P13612. inhibition, % (about 7 µM as worked out from the volumes in the protocol). AID 2557; in the data active = inhibition above about 50%
Fam108B inh – counter-screen for RBBP9 inhibitors: inhibitors of mouse Fam108B; recombinant Fam108B, FP-Rh probe fluorescence polarization; inhibition, % at 9.51 µM; 0.33% of 300,000 active; AID 1947;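 active = inhibition above the screen mean inhibition plus 3 SD, computed separately per campaign, cut at about 18% in these data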;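 note: inhibitors lower polarization as less probe binds the enzyme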
An asterisk follows results filed as active; x = no result given. These rows are one share of the data; rates above refer to the full screens.

compound,BCLXL inh,Efflux pump mplx,MEX-5 binding,GLD-1 TGE inh,MCL1 BIM primary,PME-1 primary,GRK2 aptamer HTS,VLA-4 inh,Fam108B inh
CCOc1ccc2c(c1)c(C(C)=O)c(C)n2-c1ccccc1,0,0.0,-0.7,3,-1,-5,15,1,-1
CC(=O)OCc1nc2sc3c(c2c(=O)[nH]1)CCCC3,3,0.1,1.2,6,3,1,0,7,3
C[C@H](CO)N1C[C@H](C)[C@@H](CN(C)S(C)(=O)=O)Oc2c(NC(=O)c3ccncc3)cccc2C1=O,x,-0.1,x,-7,x,x,2,14,x
CC(=O)Nc1ccc(NC(=O)C(C)OC(=O)C2CC(=O)N(CCc3ccccc3)C2)cc1 (stereo not given),-7,-0.1,0.1,0,-2,1,1,-4,1
CC1(c2ccccc2)NC(=O)N(CC(=O)N(c2ccccc2)C2CCS(=O)(=O)C2)C1=O (stereo not given),x,0.1,x,1,x,x,2,3,x
CN(C)CCNc1ccc(-c2nn(C)c(=O)c3ccccc23)cc1[N+](=O)[O-],1,-0.1,-0.1,-5,-1,-2,1,20,-3
CC(=O)N1N=C(c2ccc(Br)cc2)CC1c1cn(C)c2ccccc12 (stereo not given),-3,-0.1,4.1,-3,-2,3,1,25,3
CC(=O)Nc1ccc(NC(=O)CS(=O)(=O)c2cn(CC(=O)N3CCC(C)CC3)c3ccccc23)cc1,1,-3.7,-1.3,0,7,-1,0,7,3
CCc1nnc(N2C(=N)SCC2=O)s1,5,-0.3,-5.5,-5,3,-2,0,15,2
CCCc1nc2ccccc2c(=O)n1NC(=O)c1c(O)c2cccc3c2n(c1=O)CCC3,2,0.2,2.6,0,8,1,0,7,14
O=C(NN(C(=O)C1CC1)c1nc2ccccc2s1)C1CC1,0,0.0,2.9,2,2,1,0,12,0
O=C(CN1C(=O)S/C(=C/c2cccnc2)C1=O)N1CCOCC1,1,-0.3,-1.8,3,2,-3,0,-9,4
COc1ccc(N2CCN(C(=O)C(=O)c3c(C)n(C)c4ccccc34)CC2)cc1,-5,0.3,-0.3,2,3,0,6,0,1
COc1ncccc1-c1nnn(-c2ccc(F)cc2)n1,1,-0.1,2.4,4,6,1,9,0,0
C=CCn1c(C)cc(C)c(C#N)c1=O,6,0.0,-0.8,7,0,0,1,4,0
CCOc1cc(C(C(=O)NCC2CCCO2)N(C(=O)Cn2nnc3ccccc32)c2ccccc2C)ccc1O (stereo not given),3,1.0,2.8,1,4,-4,4,-7,1
N#Cc1c(-c2ccco2)ccn(Cc2ccc(F)cc2)c1=O,3,-0.1,-5.8,4,2,0,12,-1,2
COc1ccc(/C=C2\SC(=S)N(N3CCOCC3)C2=O)c(OC)c1,4,0.1,-0.4,-2,-3,-4,6,0,0
CN(C)C(=O)c1ccc(N/C=C(\C=O)c2nc3ccccc3o2)cc1,6,0.1,-2.7,-1,8,3,2,3,-1
CCOC(=O)COc1cc(-n2c(=S)[nH]c3ccccc3c2=O)c(Cl)cc1Cl,5,0.0,0.4,-5,10,4,0,5,0
Cn1c(N2CCN(C(=O)Nc3ccc(F)cc3)CC2)nc2ccccc21,8,0.0,1.5,7,3,-2,3,30,3
CC(C)(C)NC(=O)c1ccc2c(c1)C1C3CCC(C3)C1C(c1ccccc1)N2 (stereo not given),-2,0.4,2.3,5,1,1,4,-12,-2
O=C(Cn1nnnc1CN1CCOCC1)N1CCC(c2cccc(Cl)c2)C1 (stereo not given),6,0.1,0.5,2,11,2,0,5,-4
O=C(NNc1ccccc1C(F)(F)F)c1sccc1Br,-2,0.1,0.8,-2,4,-1,99*,-2,-2
Cc1cccc(C)c1NC(=O)CN(C)C(=O)c1ccccc1Sc1ccccc1C#N,7,0.1,x,6,9,3,0,48,x
CCN(Cc1ccccc1)C(=O)CCNS(=O)(=O)c1ccc2c(c1)CC(C)N2C(C)=O (stereo not given),4,0.0,-1.4,2,-2,5,1,17,1
COc1ccc(C(c2sc3nc(C)nn3c2O)N2CCc3ccccc3C2)cc1 (stereo not given),2,0.5,2.4,7,1,-4,0,0,2
O=C(CCn1nnc(-c2cccs2)n1)N1CCc2ccccc2C1,-1,0.1,1.7,2,2,-3,3,-3,0
CCOC(=O)N1CCN(C(=O)COC(=O)C2CCN(S(=O)(=O)c3c(Cl)cccc3Cl)CC2)CC1,-5,0.1,0.5,5,-16,4,0,32,-1
Cc1ccc(N(C)C(=O)c2cc(S(=O)(=O)N3CCCCC3)c[nH]2)cc1,-1,0.0,-3.8,1,4,3,0,-6,-1
CC(=O)Nc1ccc(S(=O)(=O)N2CCN(S(=O)(=O)c3ccc(F)c(F)c3F)CC2)cc1,2,-1.2,-1.4,-1,-4,-5,0,3,-11
Cc1ccc(S(=O)(=O)N2CCN(C(=O)Cc3ccc(S(=O)(=O)N4CCOCC4)s3)CC2)cc1,-10,0.0,0.8,-6,-22,5,0,10,1
O=C(c1ccccc1)N1CCN(S(=O)(=O)c2ccc(Cl)c(C(F)(F)F)c2)CC1,2,-0.3,x,3,2,-3,1,0,x
O=S(=O)(Cc1ccccc1Cl)NCCc1ccc(F)cc1,4,-0.2,0.4,3,4,3,5,10,-1
O=C(CN1C(=O)C2C3C=CC(C3)C2C1=O)OCC(=O)c1ccc(Br)cc1 (stereo not given),2,0.2,-1.8,-2,1,2,2,-1,1
Cc1cc(C)n(-c2ccc(NC(=O)C3CCCCN3C(=O)c3ccoc3)cc2)n1 (stereo not given),x,0.1,-1.3,x,x,x,0,-7,x
CN(CC(=O)Nc1ccc(Cl)c(C(F)(F)F)c1)C(=O)c1cccc2cccnc12,4,-0.7,x,0,1,2,1,13,x
C[n+]1cccc(O)c1SCc1ccccc1,9,0.1,0.6,-2,3,5,2,26,7
C=CCn1c(SCc2c(C)noc2C)nc2cc(C(=O)O)ccc2c1=O,5,-0.1,-0.2,-5,-1,3,1,3,0
O=C(c1cnn2c(C(F)(F)F)cc(-c3cccs3)nc12)N1CCOCC1,-3,0.1,0.2,2,0,0,1,14,-3
CCOC(=O)c1c(C)[nH]c(C)c1S(=O)(=O)NCc1cc(C)ccc1C,5,0.0,0.7,6,-3,2,4,22,-5
COc1ccc(NC(=S)NN2CCN(C)CC2)cc1,5,-0.3,-0.1,9,7,-3,3,6,-3
O=C(NCc1cccc(Cl)c1)c1ccc2c(c1)OCCO2,0,1.0,2.2,4,-6,-2,4,5,-2
CCOc1ccc(NC(=O)C2CCCN(C)C2)cc1 (stereo not given),-1,0.0,-2.0,-1,-1,1,0,-13,1
Cc1[nH]c2ccc(C(=O)OC(C)C(=O)N(C)c3ccccc3)cc2c1C (stereo not given),2,0.1,0.9,1,-1,6,3,-2,-1
COc1ccc(/C=C/C(=O)N2CC(C)OC(C)C2)cc1OC (stereo not given),4,0.0,0.7,2,-5,-2,1,4,-4
CN(C)CCOC(=O)CCCCCCCCC(=O)OCCN(C)C,4,0.0,2.4,3,6,1,0,5,-3
O=C(c1ccccc1)c1cnc[nH]1,3,0.1,7.9,6,0,-3,0,18,-1
CCc1cccc2sc(NC(=O)C3CC3)nc12,8,0.1,1.2,3,3,3,2,12,-3
Cc1cc(-c2ccc(C)c(S(=O)(=O)Nc3cc(C)on3)c2)on1,5,-0.1,1.6,5,0,2,1,6,0
CCNc1nc(NCC)n2c(SCC(=O)Nc3ccc(C(F)(F)F)cc3[N+](=O)[O-])nnc2n1,4,-0.2,2.5,4,0,0,0,1,-3
O=C(c1ccc(Cn2cc([N+](=O)[O-])cn2)o1)N1N=C(C(F)F)CC1(O)C(F)F (stereo not given),1,-0.1,-0.9,1,-2,-3,2,5,5
O=S1(=O)CCOC[C@H](Cc2ccccc2)N1Cc1ccc(Cl)cc1,2,x,0.8,3,6,0,x,x,-8
O=C(Cc1cccs1)Nc1ccccc1C(=O)O,7,-0.1,-1.3,1,12,4,0,-14,1
COc1ccc(N(Cc2cc3cccc(C)c3[nH]c2=O)S(=O)(=O)c2ccc(Cl)cc2)cc1,7,-0.1,1.1,0,0,-2,2,18,-8
O=[N+]([O-])c1ccc(Oc2cc(NC3CCCCCCC3)c([N+](=O)[O-])cc2[N+](=O)[O-])cc1,9,-0.2,-4.9,3,21,9,0,36,8
Cc1ccc(NC(=O)c2cccc(Oc3ccc([N+](=O)[O-])cc3)c2)c(C(=O)O)c1,9,-0.2,0.8,1,14,-22,2,-12,-10
O=C(c1ccc(Br)s1)N1CCN(C/C=C/c2ccccc2)CC1,5,0.0,-2.9,-1,3,2,0,5,1
CCC1CCCCN1C(=O)COc1ccccc1NC(C)=O (stereo not given),-6,-0.2,2.0,5,-15,-1,2,-12,-1
C=CCN1CC(=O)N2C(C)c3[nH]c4ccccc4c3C[C@H]2C1=O (stereo not given in full),1,0.3,-2.8,0,1,3,4,21,3

Continued.
compound,BCLXL inh,Efflux pump mplx,MEX-5 binding,GLD-1 TGE inh,MCL1 BIM primary,PME-1 primary,GRK2 aptamer HTS,VLA-4 inh,Fam108B inh
Cc1ccc(C2(C)NC(=O)N(CC(=O)N3CC(=O)Nc4ccccc43)C2=O)cc1 (stereo not given),x,0.2,x,0,x,x,4,6,x
C/C(CC(=O)N(C(C)C)C(C)C)=N\NC(=O)COc1ccc(Br)cc1Br,1,0.1,1.5,7,1,-2,2,14,1
COC(=O)CCN(C(=O)c1cc([N+](=O)[O-])cc([N+](=O)[O-])c1)c1ccccn1,4,0.0,-0.2,3,0,-2,0,-2,-3
O=C(O)c1ccccc1/C=N/N1CCN(C2c3ccccc3-c3ccccc32)CC1,6,0.0,3.2,8,-4,-2,4,3,-1
O=C(CCCOc1ccc(Cl)cc1)N1CCCCC1,3,0.0,2.7,0,3,-1,0,15,-2
CC1(C)Cc2nc(N)c(=O)sc2C1,3,0.0,-0.7,-4,6,-2,0,39,2
CN(C)S(=O)(=O)c1ccc(NC(=O)CSc2nnnn2C)cc1,-17,0.0,-0.2,4,-15,-3,0,-3,-1
CCOC(=O)C1CCN(C(=O)C23CC4CC(CC(C4)C2)C3)CC1,3,-0.2,1.6,4,0,5,3,9,2
COc1cccc(CN2CCNC(=O)C2CC(=O)N(C)CCc2ccccn2)c1OC (stereo not given),25,0.1,0.7,11,35,3,6,8,3
Cc1ccccc1Cn1cc(NC(=O)CCCn2nc([N+](=O)[O-])cc2C)cn1,0,-0.1,0.2,-5,4,6,2,-3,3
O=C(N/N=C/c1ccc(O)cc1O)NC12CC3CC(CC(C3)C1)C2,29,-0.1,-7.7,1,4,5,1,13,0
O=C(c1cccc2ccccc12)N1CCN(c2ccc([N+](=O)[O-])c(N3CCOCC3)c2)CC1,0,-0.1,-1.3,3,2,7,2,3,0
O=[N+]([O-])c1ccc2nc(NS(=O)(=O)c3ccccc3[N+](=O)[O-])sc2c1,-36,0.0,-4.2,-35,-60,9,2,-9,1
COc1cccc(N2[C@@H](CC(=O)O)c3ccc(/C=C/C(=O)O)cc3S2(=O)=O)c1,5,-0.1,-2.2,12,9,-9,28,-6,0
